# A549 viability – A549 cytotoxicity, counter-screen for Nrf2 inhibitors; A549 ARE-Fluc cells, CellTiter-Fluor viability, 18-24 h; AID 504648; hit rate 0.16% among 390,000; Potency, µM (top dose mostly 46 µM), for the others: top-dose activity change, negative = cytotoxicity, hits mostly inhibitors; further: potency means the concentration at half of the fitted maximal effect; on the % scale 0 is the no-effect control and ±100 the full control effect
#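 A549 ARE-Fluc cells in 5% FBS OPTI-MEM, 5000 cells/well, rested 2 h then exposed to compounds in concentration-response for 18-24 h at 37 °C. Viability by CellTiter-Fluor fluorescence (Ex 405/Em 525) after 30 min; luciferase luminescence (BugLite, 15 min, RT) read afterwards.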
# TGFb inhibitor – TGF-b pathway inhibition; hit rate 1.2% among 410,000; AID 588855; Potency, µM (doses to about 46.1 µM), for the others: at the top dose activity, negative = inhibition, usual class: inhibitors; HepG2 CAGA-GFP TGF-b/SMAD3 reporter, GFP fluorescence, 18 h; TGF-beta stimulated, 500 pg/mL final; further: potency means the concentration at half of the fitted maximal effect; on the % scale 0 is the no-effect control and ±100 the full control effect; nearly all actives have a fitted effect of over 65% in size
#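 First, reporter cells (HEPG2 CAGA-GFP) rested 2 h at 37 degrees C. Next, compounds were pinned in and TGF-beta added to 500 pg/mL final. After 18 h, GFP was imaged per cell and summed per well.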
# Mm-Cpn inhibitor – blocks the Methanococcus maripaludis chaperonin Mm-Cpn; purified Mm-Cpn ATPase, ADP Transcreener TR-FRET; Potency, µM (series often up to 76.9 µM), without a hit: at the highest dose activity, negative = inhibition, actives largely listed as inhibitors; hit rate 0.031% among 330,000; AID 504842; further: potency means the concentration at half of the fitted maximal effect; on the % scale 0 is the no-effect control and ±100 the full control effect; nearly all actives have a fitted effect of over 80% in size
#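 Inhibition of chaperonin ATP hydrolysis is measured as reduced ADP production, detected by competitive TR-FRET in which signal falls with ADP. Final enzyme 25 nM and ATP 10 uM, reacted 30 min at 37°C.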
# S2 tox – viability counter-screen for ATXN expression inhibitors; S2 cells (HEK-293 line with an ATXN2-luciferase reporter) viability, CellTiter-Fluor protease fluorescence, 24 h; Potency, µM (series often up to 56.7 µM), actives largely listed as cytotoxic; hit rate 0.49% among 400,000; AID 651635; further: potency means the concentration at half of the fitted maximal effect; nearly all actives have a fitted effect of over 40% in size
# Akt phos inh – Akt phosphorylation inhibition; Neuro2A IGF-stimulated pAkt S473 HTRF, 20 min; hits give low values; activity change, % for hits at 50 µM; hit rate 0.32% among 360,000; in the data active means activity change below about -80%; inconclusive means mostly about -51% to -80%; further: on the % scale 0 is the no-effect control and ±100 the full control effect
#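 Neuro2A cells (4,500/well, DMEM with 0.5% FBS) were treated with compound at a single 50 µM final concentration, stimulated with 6 nM IGF for 20 min at 37 °C, and lysed. Phospho-Akt Ser473 was read by HTRF as 665/615 ratio ×10^4.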
# Nrf2 block – blocks Nrf2 signaling; A549 ARE-Fluc reporter, luciferase luminescence, 18-24 h; Potency, µM (titrated, usually from 46 µM), for inactives: at the top dose activity change, negative = inhibition, most hits filed as inhibitors; hit rate 2.1% among 360,000; AID 504444; further: potency means the concentration at half of the fitted maximal effect; on the % scale 0 is the no-effect control and ±100 the full control effect; nearly all actives have a fitted effect of over 60% in size
#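 In this cell-based qHTS, ARE-driven firefly luciferase in A549 cells reports Nrf2 activity; the luminescent signal after BugLite lysis is the measured value, with a prior CellTiter-Fluor read for cell health.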
# CCT modulator – changes cytosolic chaperonin activity. purified chaperonin ATPase assay, HTRF ADP detection, 30 min. activity change, % (test concentration not listed), hits read low. hit rate 0.3% among 360,000. AID 651819; in the data active means activity change below about -30%; further: on the % scale 0 is the no-effect control and ±100 the full control effect
#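 ATPase activity: ADP formed was measured by HTRF Transcreener (665/615 nm ratio) after 30 min at 37 deg C with 10 uM ATP. Compounds screened at one 76 uM concentration against 40 or 20 nM TRiC in Tris pH 7.4/KCl/MgCl2/DTT buffer.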
# HepG2 tox – HepG2 cytotoxicity, counter-screen for TGF-b inhibitors. HepG2 CAGA-GFP viability, ATP luminescence, 18 h. hit rate 0.76% among 410,000. Potency, µM (top dose mostly 46.1 µM), inactives show at the highest dose activity change, negative = cytotoxicity, actives largely listed as cytotoxic. AID 588856; further: potency means the concentration at half of the fitted maximal effect; some results filed as inactive show a strong effect at the top dose
#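 HepG2 CAGA-GFP cells (1000/well, DMEM with 1% FBS) received compound, then TGF-beta at 500 pg/mL final, and were incubated 18 hours at 37 degrees C. Viability was read by CellTiter-Glo luminescence. Media-only wells were set as complete cell-killing and DMSO as no toxicity.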
# Nrf2 ARE act – Nrf2 pathway activation. AREc32 ARE-luciferase reporter (MCF7-derived line), luminescence, 24 h. Potency, µM (doses to about 46.1 µM), for the others: at the top dose activation, hits mostly activators. hit rate 0.31% among 410,000; further: potency means the concentration at half of the fitted maximal effect; % of control where 0% means no effect; nearly all actives have a fitted effect of over 65% in size
#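 Reporter line AREc32 (ARE-Fluc), seeded overnight in OPTI-MEM with 5% FBS; compound pin-transferred, 24 hr at 37 deg C, 5% CO2; luminescent read-out.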
# The depositor's hits bear a star; i = inactive; ? = inconclusive; / = no result given. Unless noted, the call rests on the fitted dose curve; in most records, active means well fitted curve in the direction sought with a large enough effect; inconclusive means small, poorly fitted or top-dose-only effect, or another doubt; inactive means no such curve, though single readings can be large; an effect the other way counts as inactive or inconclusive. Rows were taken by chance; any-hit rate near 4.4%.
SMILES,A549 viability,TGFb inhibitor,Mm-Cpn inhibitor,S2 tox,Akt phos inh,Nrf2 block,CCT modulator,HepG2 tox,Nrf2 ARE act
CC(C)(C)NC(=O)NC(=O)CN1c2cccc3cccc(c23)S1(=O)=O,0.9%,-2.4%,-1.3%,i,i,-2.1%,0.6,5.0%,5.8%
O=C(c1ccc(CNS(=O)(=O)c2cccc(C(F)(F)F)c2)cc1)N1CCOCC1,0.2%,-9.0%,0.4%,i,/,/,-1.8,-8.9%,-0.6%
OCCN(Cc1ccccc1)Cc1ccccc1Cl,0.9%,-23.7%,-4.0%,i,i,/,-2.3,6.4%,-0.5%
COc1ccc(C(=O)N/C(=C\c2ccc([N+](=O)[O-])cc2)C(=O)NC(CCSC)C(=O)O)cc1 (stereo unspecified),10.3%,6.1%,-5.3%,i,i,?,1.3,3.5%,0.7%
Cc1cc(C(C)(C)C)oc1C(=O)N(CC(=O)NC1CCCC1)Cc1ccc(Cl)cc1,4.7%,?,1.8%,i,i,?,1.0,-5.2%,-0.5%
O=C(Nc1ccc(N2CCN(C(=O)c3ccccc3)CC2)cc1)c1cc2ccccc2o1,-7.0%,3.2%,-1.7%,i,i,/,-2.7,3.7%,0.2%
O=C(CSc1nc(-c2ccc(F)cc2)cs1)N1CCOCC1,0.8%,?,0.6%,i,/,?,0.2,0.7%,1.7%
O=C(NCc1ccc2c(c1)OCO2)c1nn(-c2ccccc2)c(=O)c2ccccc12,1.0%,4.5%,-9.0%,i,i,?,-3.2,-27.4%,-0.9%
O=c1[nH]c(=O)n(C2CC(O)C(CO)O2)cc1Br (stereo unspecified),-2.8%,-13.2%,/,i,i,?,0.9,-9.1%,3.6%
CCOC(=O)c1cccc(NC(=O)CCS(=O)(=O)c2ccc3c(c2)CCN3C(=O)CC)c1,-1.4%,0.0%,/,i,/,0.1%,/,-30.1%,8.8%
NC(=O)c1cc(-c2ccccc2)nc(Oc2ccccc2)n1,7.9%,-19.4%,1.0%,i,i,-11.0%,0.1,-20.7%,1.5%
Cc1ccc(-n2ncc3c(NCc4ccccc4)ncnc32)cc1,-1.7%,8.1%,-3.2%,?,?,?,-1.7,24.9%,2.0%
Cc1ccc(CNC(=O)CCNC(=O)c2ccc(Br)o2)cc1,12.4%,10.9%,-4.7%,i,i,/,-4.9,-10.0%,0.1%
CCCCn1nnnc1C(c1cc2ccccc2o1)N1CCN(C(=O)OCC)CC1 (stereo unspecified),/,/,/,i,i,/,0.5,/,2.3%
O=C(CCN1C(=O)C2CCCCC2C1=O)NNC(=O)c1cccc(Cl)c1 (stereo unspecified),-2.4%,-3.9%,?,i,i,10.6%,-0.4,6.6%,0.2%
CC(=O)Nc1cccc(NC(=O)CSc2nc(=O)n(CCN3CCOCC3)c3c2CCC3)c1,-6.4%,-21.6%,-1.3%,i,i,-8.5%,0.6,-3.1%,-0.1%
CC(C)NC(=O)COc1coc(CN2CCN(C(=O)c3ccco3)CC2)cc1=O,1.3%,17.1%,?,i,i,-2.7%,0.1,-4.9%,0.1%
Cc1cccc(-c2cccc(NC(=O)C3CCCN(C(=O)c4cccnc4)C3)c2)c1 (stereo unspecified),-0.5%,?,1.0%,i,i,15.8%,-1.3,-20.2%,0.1%
O=C(Nc1ccc(Cl)cc1)NC1CCCCC1,-10.7%,12.9%,3.4%,i,i,?,-1.4,-1.5%,0.5%
CCN(CC)CCNC(=O)c1ccc(NC(=O)c2ccc(S(=O)(=O)N3CCCC3)cc2)cc1,4.3%,3.2%,/,i,i,2.9%,-1.4,-15.0%,0.2%

# Shown as tab-separated lines: two of the compounds above
SMILES	A549 viability	TGFb inhibitor	Mm-Cpn inhibitor	S2 tox	Akt phos inh	Nrf2 block	CCT modulator	HepG2 tox	Nrf2 ARE act
COc1ccc(C(=O)N/C(=C\c2ccc([N+](=O)[O-])cc2)C(=O)NC(CCSC)C(=O)O)cc1 (stereo unspecified)	10.3%	6.1%	-5.3%	i	i	?	1.3	3.5%	0.7%
Cc1cc(C(C)(C)C)oc1C(=O)N(CC(=O)NC1CCCC1)Cc1ccc(Cl)cc1	4.7%	?	1.8%	i	i	?	1.0	-5.2%	-0.5%

# Following part:
SMILES,A549 viability,TGFb inhibitor,Mm-Cpn inhibitor,S2 tox,Akt phos inh,Nrf2 block,CCT modulator,HepG2 tox,Nrf2 ARE act
CCC(=O)N1CCc2cc(CNC(=O)C(CC)c3ccccc3)ccc21 (stereo unspecified),-2.0%,0.6%,/,/,/,/,/,-13.2%,0.7%
CCOC(=O)c1c(C)n(C)c2ccc(OCCN(C)C)cc12,6.8%,-14.7%,-0.4%,i,i,15.4%,-1.2,-30.2%,3.3%
CC1CCC(NC(=O)C2c3ccccc3C(=O)N2Cc2cccs2)CC1 (stereo unspecified),-25.2%,-7.3%,0.0%,i,i,-4.8%,0.8,0.4%,0.6%
CCOC1CCCc2oc(-c3ccc(OC)cc3)c(C#CCCO)c21 (stereo unspecified),/,/,/,?,i,/,0.0,/,5.7%
Cc1ccc(/C=N/NC(=O)COc2ccc(Cl)c(C)c2)o1,1.7%,-0.3%,1.7%,i,i,-11.7%,-2.3,-2.0%,0.7%
O=C(c1cccc(F)c1)N1CCN(C(=O)C(c2ccccc2)c2ccccc2)CC1,-4.3%,-4.2%,-1.5%,i,i,-11.8%,0.8,3.0%,-0.5%
CCn1c(Cc2ccccc2)nnc1SCC(=O)c1c(N)n(C2CC2)c(=O)[nH]c1=O,4.8%,13.6%,-5.9%,i,i,-7.6%,-2.1,2.2%,0.2%
COC(=O)c1cc2c(s1)-c1ccccc1CC2,1.4%,2.1%,-3.3%,i,i,/,-1.7,-2.1%,?
OC1C2CN3CCN(C2)CC1(Cc1ccccc1)C3 (stereo unspecified),1.3%,14.1%,-0.4%,i,/,20.1%,-6.4,-36.2%,-0.8%
CN1CCN(c2cc(C(F)(F)F)nc(-c3ccccn3)n2)CC1,-5.5%,-11.6%,0.3%,i,i,-1.6%,0.6,6.6%,-0.4%
CC1(C)C[C@H]2C3=CCC4[C@@]5(C)CC[C@H](O)C(C)(C)C5CC[C@@]4(C)[C@]3(C)[C@@H](O)[C@@H](O)[C@@]2(CO)[C@@H](O)[C@@H]1O (stereo partly specified),-0.8%,13.3%,-1.2%,i,i,10.6%,-1.3,-1.2%,-1.1%
CCCc1nc2nc(C)c(NS(=O)(=O)c3ccc(C4CCCCC4)cc3)c(=O)n2[nH]1,2.4%,-20.8%,-3.8%,i,i,-1.1%,-3.1,-2.3%,0.1%
N=C1C(c2nc(-c3ccc(Br)cc3)cs2)=C(O)CN1NC(=O)c1ccc([N+](=O)[O-])cc1,6.4%,?,0.6%,i,i,?,0.8,7.3%,-0.4%
COCCCNC(=O)CC1C[C@H](C(=O)N2CCOCC2)[C@@]2(CCC3CCCC3)c3[nH]c4ccc(OC)cc4c3CCN2C1=O (stereo partly specified),5.8%,-20.6%,-1.1%,i,i,-4.4%,-1.3,-4.1%,-0.3%
CCc1cc(-c2n[nH]c(=S)n2C(C)c2ccccc2)cs1 (stereo unspecified),-1.6%,-6.8%,2.5%,i,i,/,-17.7,-33.3%,0.2%
COC(=O)c1ccc(CN2CCN(CC=C(C)C)C(CCO)C2)cc1 (stereo unspecified),-9.1%,4.2%,-0.5%,i,i,8.0%,0.5,6.3%,-0.9%
CC1(C)C([N+](=O)[O-])C(c2ccc(Cl)cc2)NC(c2ccc(Cl)cc2)C1[N+](=O)[O-] (stereo unspecified),0.5%,-22.3%,-1.4%,i,i,-27.4%,-0.4,-6.8%,-0.6%
Cc1cc(C)c(S(=O)(=O)N2CCOC2CNC(=O)C(=O)NCCc2c[nH]c3ccccc23)c(C)c1 (stereo unspecified),-6.6%,-5.4%,-5.0%,i,i,?,-0.7,-25.7%,3.7%
CCC(C)N(C(=O)c1csnn1)C(C(=O)NC1CCCC1)c1c(F)cccc1Cl (stereo unspecified),-6.4%,-10.1%,0.7%,i,i,?,1.6,8.0%,0.1%
Cc1ccc(S(=O)(=O)N2CCC[C@H]2C(=O)Nc2ccc(F)cc2C)cc1,0.8%,?,-1.0%,i,i,-16.8%,0.9,-24.7%,0.8%

# Reprinted from the part before: 2 compounds, then new ones.
SMILES,A549 viability,TGFb inhibitor,Mm-Cpn inhibitor,S2 tox,Akt phos inh,Nrf2 block,CCT modulator,HepG2 tox,Nrf2 ARE act
CCC(C)N(C(=O)c1csnn1)C(C(=O)NC1CCCC1)c1c(F)cccc1Cl (stereo unspecified),-6.4%,-10.1%,0.7%,i,i,?,1.6,8.0%,0.1%
Cc1ccc(S(=O)(=O)N2CCC[C@H]2C(=O)Nc2ccc(F)cc2C)cc1,0.8%,?,-1.0%,i,i,-16.8%,0.9,-24.7%,0.8%
COC(=O)c1ccc(CN2C(=O)NC(c3ccccc3)(c3ccccc3)C2=O)o1,1.1%,2.4%,1.9%,i,i,12.5%,0.1,0.7%,-0.3%
CCC(=O)NC(=S)NNC(=O)c1ccc(NC(=O)c2ccccc2)cc1,-1.1%,-28.9%,4.0%,?,i,-2.0%,-14.8,-6.8%,-0.4%
Cc1ccccc1Cn1c(C)c(C(=O)NCc2ccc(Cl)c(Cl)c2)sc1=O,/,?,/,i,i,/,-2.9,-14.5%,4.2%
Cc1c(NC(=O)c2cc3ccccc3o2)cccc1-n1cnnn1,/,-10.8%,/,i,i,/,-0.1,2.1%,3.5%
CC(NC(=O)c1cccc(NC(=O)c2nsc3ccccc23)c1)c1ccccc1 (stereo unspecified),9.4%,12.3%,/,i,/,/,/,-27.2%,3.6%
Cc1nnsc1C(=O)NNC(=O)Nc1ccccc1,0.8%,5.6%,-9.3%,/,i,15.1%,-0.2,0.9%,0.1%
Cc1cc(C)c(C)c(S(=O)(=O)N[C@@H](C)C(=O)OCc2cc(=O)n3cc(Br)ccc3n2)c1C,1.5%,-2.0%,-18.9%,i,i,16.3%,1.3,-5.7%,2.6%
